E-sel inducer: E-selectin induction in HUVECs, primary screen, imaging, HUVEC, immunofluorescence imaging, single point. normalized: neutral wells 0, TNF-alpha wells 100. activation, % at 7.58 µM. P16581. AID 686992, 2013. 260,000 tested, 0.37% active;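 active = mean E-selectin-positive cell signal at least 10% of the positive control, reached in at least 60% of replicates, without over 20% cell loss; inconclusive = no rule given, readout overlaps actives, possibly toxicity-flagged; inactive = the rest, including those meeting only one limit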;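 note: in these data hits start at about 27%; measured in HUVEC primary endothelial cells; signal is the percent of cells scored E-selectin positive by PE staining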
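Test system: HUVEC | Signal: Immunofluorescence imaging | Read-out: Percent E-selectin-positive cells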
Casp6 inh: human caspase-6 inhibitors, primary screen, biochemical, VEID-R110 fluorescence, single point, set 2. purified caspase-6, Z-VEID-R110 cleavage fluorescence. inhibition, % at 12.5 µM. P55212. 350,000 tested, 0.53% active;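 active = mean inhibition across replicates at least about 35%, with every replicate also reaching that limit, limit read from the data; inconclusive = only one of the two criteria met; inactive = neither criterion met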;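 note: 0% = median of neutral control wells and 100% = no fluorescence left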
RAD52 inh: RAD52 DNA annealing inhibitors, primary screen, biochemical, FRET, single point, set 2 | AID 651710, 2012 | inhibition, % at 18.7 µM | recombinant RAD52 DNA annealing, FRET fluorescence | 360,000 tested, 0.46% active;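 active = every replicate showing at least 50% inhibition; inconclusive = mean inhibition at least 50% but not in every replicate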
ERp5 inh: inhibitors of ERp5-driven insulin aggregation, primary screen, biochemical, turbidity, absorbance 650 nm, single point; Protein disulfide-isomerase A6 (Homo sapiens), Q15084; 350,000 tested, 0.05% active; inhibition, % at 9.99 µM; 90 min;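 active = mean replicate inhibition above about 25%, with every replicate also reaching it, limit read from the data, passing the limit was not always enough; inconclusive = only one of those two criteria met; inactive = neither criterion met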
RAD54 inh: inhibitors of human RAD54 branch migration, primary screen, biochemical, fluorescence, single point. DNA repair and recombination protein RAD54-like (Homo sapiens), Q92698. RAD54 Holliday junction branch migration, FAM/BHQ fluorescence. inhibition, % at 10.4 µM. 360,000 tested, 0.14% active;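 active = mean normalized replicate activity at least 40 and at least half of replicates scoring 40 or more; inconclusive = only one of the two criteria met; inactive = mean below 40 and under half of replicates reaching 40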;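 note: 0% = median of neutral control wells and 100% = median of positive control wells; inhibitors cause a drop in the FAM fluorescence signal; in these data hits start at about 50%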
Target sequence (Q92698 whole entry, looked up): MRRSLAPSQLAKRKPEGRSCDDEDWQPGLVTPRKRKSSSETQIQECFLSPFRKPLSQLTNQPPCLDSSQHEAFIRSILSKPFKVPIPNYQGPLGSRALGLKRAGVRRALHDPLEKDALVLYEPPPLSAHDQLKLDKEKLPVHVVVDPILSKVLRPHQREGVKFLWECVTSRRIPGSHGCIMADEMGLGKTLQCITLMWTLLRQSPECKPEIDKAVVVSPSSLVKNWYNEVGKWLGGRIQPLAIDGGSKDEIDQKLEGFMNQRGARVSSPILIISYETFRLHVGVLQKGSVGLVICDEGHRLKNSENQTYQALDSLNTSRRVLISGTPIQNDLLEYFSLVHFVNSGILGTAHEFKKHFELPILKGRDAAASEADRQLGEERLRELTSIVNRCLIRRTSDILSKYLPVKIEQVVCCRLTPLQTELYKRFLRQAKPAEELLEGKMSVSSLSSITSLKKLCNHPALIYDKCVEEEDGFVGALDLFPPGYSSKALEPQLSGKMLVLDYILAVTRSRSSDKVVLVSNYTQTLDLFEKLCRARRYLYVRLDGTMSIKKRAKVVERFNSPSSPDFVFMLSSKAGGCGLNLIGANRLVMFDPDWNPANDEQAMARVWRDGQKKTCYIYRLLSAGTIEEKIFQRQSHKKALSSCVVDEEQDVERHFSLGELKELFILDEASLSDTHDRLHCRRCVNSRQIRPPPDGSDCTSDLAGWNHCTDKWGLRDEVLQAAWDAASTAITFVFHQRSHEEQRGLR
ARNT TACC3 PPI: disruptors of ARNT/TACC3 protein interaction, primary screen, biochemical, AlphaScreen, single concentration; AlphaScreen His-ARNT PAS-B/GST-TACC3 binding, luminescence; TACC3 fragment carries E629A point mutation; Transforming acidic coiled-coil-containing protein 3 (Homo sapiens), Q9Y6A5; 390,000 tested, 0.66% active; inhibition, % at 9.99 µM;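 active = mean inhibition of replicates at least 50% and at least half of replicates each reaching 50%; inconclusive = half or more replicates reach 50% but mean below 50%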;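 note: 0% = complete ARNT plus TACC3 wells and 100% = ARNT alone without TACC3; many hits fall short of the cut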
PglD inh: C. jejuni PglD acetyltransferase inhibitors, primary screen, biochemical, DTNB colorimetric, single point | UDP-N-acetylbacillosamine N-acetyltransferase PglD (Campylobacter jejuni) | purified PglD enzyme, DTNB colorimetric CoA detection | inhibition, % at 12.5 µM | 360,000 tested, 0.098% active | AID 602405, 2012; in the data active = inhibition above about 16%, passing the limit was not always enough; inconclusive = no clear call, values can overlap the other calls; note: strong numbers were not always called active
esBAF inh: Bmi1 luciferase reporter increase in mESCs, primary screen, esBAF inhibitor project, mouse ES cells, Bmi1 luciferase knock-in, single point. 24 h; 100% = twice the neutral-well signal. reporter increase, % at 12.5 µM. 350,000 tested, 2% active; in the data active = activation above about 40%; inconclusive = no clear call, values can overlap the other calls;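 note: 0% = median of the plate's neutral control wells and 100% = double that signal; a rise in the Bmi1 reporter signal indicates esBAF inhibition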
The depositor's hits bear a star; ? = inconclusive; . = not tested or not shown; & = joins results of further samples.

1	Cc1nc2ccccc2c2nc(NC(=O)C(F)(F)F)nn12
2	Cc1noc(C)c1NC(=O)N(C)C[C@@H]1Oc2ccc(NC(=O)C3CC3)cc2C(=O)N([C@@H](C)CO)C[C@H]1C
3	Cc1cccc(N(C(=O)Cn2nnc(-c3ccc(C)o3)n2)C(C(=O)NC2CCCC2)c2ccncc2)c1 (stereo not given)
4	C=C(C)CSc1nc2sc3c(c2c(=O)n1-c1ccc(C)cc1)CCN(C)C3
5	CO[C@@H]1CN(C)C(=O)c2cc(NC(=O)c3cnccn3)ccc2OC[C@@H](C)NC[C@H]1C
6	COc1cc2oc(=O)cc(CN(Cc3ccccc3)Cc3ccccc3)c2cc1Cl

Assay by compound,1,2,3,4,5,6
RAD52 inh,-9,12,-3,7,-18,-2
esBAF inh,-1,-4,-2,12,0,-9
ARNT TACC3 PPI,-1,-5,-29,1,-3,.
RAD54 inh,-2,6,-5,20,0,-9
PglD inh,-3,2,-4,7,-2,1
ERp5 inh,-5,1,8,1,6,-1
Casp6 inh,1,0,-2,3,2,3
E-sel inducer,0.3,-0.1,.,0.2,-0.1,-0.2

An excerpt of these results, bar-delimited.
No. | Structure | RAD52 inh | esBAF inh | ARNT TACC3 PPI | RAD54 inh | PglD inh | ERp5 inh | Casp6 inh | E-sel inducer
4 | C=C(C)CSc1nc2sc3c(c2c(=O)n1-c1ccc(C)cc1)CCN(C)C3 | 7 | 12 | 1 | 20 | 7 | 1 | 3 | 0.2
5 | CO[C@@H]1CN(C)C(=O)c2cc(NC(=O)c3cnccn3)ccc2OC[C@@H](C)NC[C@H]1C | -18 | 0 | -3 | 0 | -2 | 6 | 2 | -0.1

Additional results
7	O=C1NC(c2ccc(Cl)cc2)Oc2ccccc21 (stereo not given)
8	CC(=O)Nc1ccc(S(=O)(=O)NC2=C(N3CCN(C)CC3)C(=O)c3ccccc3C2=O)cc1
9	Cn1cc(/C=N/NC(=O)c2ccccc2O)c2ccccc21
10	Cc1ccc(CNC(=O)C23CN(Cc4ccccc4)CC2C(c2cccc([N+](=O)[O-])c2)=NO3)cc1 (stereo not given)
11	Cc1cccnc1CCNC(=O)CCc1nnc(CCc2ccccc2)o1
12	CC(C)c1ccc(/C=C/C(=O)N2CCOCC2)cc1

Assay by compound,7,8,9,10,11,12
RAD52 inh,-95,-19,-26,-12,9,-3
esBAF inh,8,-1,?,-2,7,-25
ARNT TACC3 PPI,-2,39,21,-3,-3,-1
RAD54 inh,-4,8,2,-2,-15,-2
PglD inh,9,-7,1,0,6,-2
ERp5 inh,0,3,-1,3,4,4
Casp6 inh,-3,44*,4,-1,-3,0
E-sel inducer,-0.2,.,1.6,-0.2,0.0,.

13	CCc1cc2c(=O)c(-c3nc4ccccc4n3C)coc2c(CN2CCOCC2)c1O
14	COc1cccc(C(=O)CC(=O)C(=O)Nc2ccc([N+](=O)[O-])cc2C)c1
15	CCN(CC)C(=O)N1CCN(c2c([N+](=O)[O-])c(=O)oc3ccccc23)CC1
16	Cc1ccc(-n2nc3c(=O)n(CCCC(=O)N4CCC(C)CC4)nc(C)c3c2C)cc1
17	O=C(Nc1ccccc1F)N1CCCCN2[C@H](CO)[C@H](c3ccc(-c4cccnc4)cc3)[C@@H]2C1
18	C=CCNC(=O)c1onc(CSc2ccc(C(C)C)cc2)c1C(=O)O

Assay by compound,13,14,15,16,17,18
RAD52 inh,-10,-18,-1,-4,4,-26
esBAF inh,.,6,-5,5,.,-1
ARNT TACC3 PPI,-4,21,-2,-1,0,-2
RAD54 inh,.,-19,-9,-4,-5,0
PglD inh,.,3,3,2,-1,-3
ERp5 inh,-4,2,3,3,1,-7
Casp6 inh,1,7,0,1,0,2
E-sel inducer,.,0.0,.,.,0.2,0.0

19	O=C1CCCCc2sc(Br)c([N+](=O)[O-])c2N1
20	O=C(N/N=C/C=C/c1ccccc1)C1CC1c1ccccc1 (stereo not given)
21	CSc1nsc(SCc2ccc(F)cc2)n1
22	Cc1ccc(N(CC(=O)Nc2ccc(Br)c(C)c2)S(=O)(=O)c2c(C)[nH]c(=O)[nH]c2=O)cc1
23	O=C(CN1CCc2ccccc2C1)c1cccs1
24	C[C@H](CO)N1C[C@H](C)[C@H](CN(C)S(=O)(=O)c2ccccc2)Oc2c(NC(=O)Nc3ccccc3)cccc2C1=O

Assay by compound,19,20,21,22,23,24
RAD52 inh,-14,.,.,-65,.,4
esBAF inh,2,-3,26,-4,32,-1
ARNT TACC3 PPI,-6,3,-14,-1,-2,2
RAD54 inh,-1,8,-6,-4,12,15
PglD inh,2,6,-4,-2,-7,-1
ERp5 inh,-6,.,.,2,.,3
Casp6 inh,3,.,.,3,.,1
E-sel inducer,0.0,.,.,.,.,392*

In the list so far, 2 have a Cl atom:
6	COc1cc2oc(=O)cc(CN(Cc3ccccc3)Cc3ccccc3)c2cc1Cl
7	O=C1NC(c2ccc(Cl)cc2)Oc2ccccc21 (stereo not given)

Assay by compound,6,7
RAD52 inh,-2,-95
esBAF inh,-9,8
ARNT TACC3 PPI,.,-2
RAD54 inh,-9,-4
PglD inh,1,9
ERp5 inh,-1,0
Casp6 inh,3,-3
E-sel inducer,-0.2,-0.2

(list continues)
25	N#CC1=C(N)Oc2cc(N)ccc2C1C1CC=CCC1 (stereo not given)
26	CC(C)C(=O)N1CCN(c2ccccc2NC(=O)c2cc([N+](=O)[O-])ccc2N2CCOCC2)CC1
27	CCC(=O)N1[C@@H]2c3cccc(=O)n3C[C@@H]2[C@@H](CO)[C@@H]1C(=O)N1CCCCC1
28	C[C@@H]1CN([C@@H](C)CO)C(=O)c2cc(NC(=O)Cn3cnnn3)ccc2O[C@@H]1CN(C)C(=O)Nc1ccc(C(F)(F)F)cc1
29	CCC(=O)NC[C@@H]1[C@@H](c2ccc(-c3cccc(F)c3)cc2)[C@@H](CO)N1C(=O)CC
30	CCNc1nc(OC)nc(N2CCC(Cc3ccccc3)CC2)n1

Assay by compound,25,26,27,28,29,30
RAD52 inh,.,-3,-2,-21,-21,1
esBAF inh,7,.,-1,2,0,.
ARNT TACC3 PPI,3,-2,1,-3,15,1
RAD54 inh,13,.,6,-3,-4,-7
PglD inh,5,.,-1,-3,2,2
ERp5 inh,.,-1,-6,-1,1,3
Casp6 inh,.,-1,1,2,1,0
E-sel inducer,.,-3.0,-0.4,-2.9,1.1,.

Compounds listed so far containing a thiophene ring, fused or not:
4	C=C(C)CSc1nc2sc3c(c2c(=O)n1-c1ccc(C)cc1)CCN(C)C3
19	O=C1CCCCc2sc(Br)c([N+](=O)[O-])c2N1
23	O=C(CN1CCc2ccccc2C1)c1cccs1

Assay by compound,4,19,23
RAD52 inh,7,-14,.
esBAF inh,12,2,32
ARNT TACC3 PPI,1,-6,-2
RAD54 inh,20,-1,12
PglD inh,7,2,-7
ERp5 inh,1,-6,.
Casp6 inh,3,3,.
E-sel inducer,0.2,0.0,.

The results go on:
31	C[C@H]1CN([C@@H](C)CO)C(=O)CCCn2nncc2CO[C@@H]1CN(C)C(=O)Nc1ccccc1F
32	O=S(=O)(Nc1ccc2nc(N3CCOCC3)sc2c1)c1ccccc1
33	COc1ccc(CN(C)C[C@@H]2OCCCC[C@@H](C)Oc3ccc(NS(=O)(=O)c4ccc(OC)cc4)cc3C(=O)N([C@@H](C)CO)C[C@H]2C)cc1
34	O=C(COc1ccc(Cl)cc1)NCc1nnc(SCC(=O)NCC2CCCO2)o1 (stereo not given)
35	CCCc1ccc2oc(C(=O)NCCN3CCCC(C(N)=O)C3)c(C)c2c1 (stereo not given)
36	CCN1C(=O)N(S(=O)(=O)c2ccc(C)cc2)[C@@H](c2ccccc2)C(C(=O)OC)=C1C

Assay by compound,31,32,33,34,35,36
RAD52 inh,-10&8,-4,.,-6,-2,-15
esBAF inh,4,73*,-1,4,-2,3
ARNT TACC3 PPI,-7,4,-12,-17,-35,-34
RAD54 inh,9,4,14,-1,-13,-14
PglD inh,-2,-2,-1,2,1,4
ERp5 inh,-2&-5,-6,.,-2,0,1
Casp6 inh,-4&0,-1,.,-2,-1,5
E-sel inducer,7.9&0.1,-0.1,-0.3,-0.1,.,0.1

37	CCc1cccc2c(C(=O)CN3C(=O)NC4(CCCCC4)C3=O)c[nH]c12
38	COc1ccc(C(c2nnnn2Cc2cccs2)N2CCN(c3ccc(F)cc3)CC2)cc1OC (stereo not given)
39	CCN(C(=O)COC(=O)c1cc(=O)c2ccccc2o1)c1c(N)n(Cc2ccccc2)c(=O)[nH]c1=O
40	O=C(CCCN1C(=O)c2ccccc2C1=O)Nc1c(C(=O)C2CC2)oc2ccccc12
41	COC(=O)c1ccc(CSc2nc3ccccc3c(=O)n2N)cc1
42	CN1CCc2c(sc3c2C(=O)NC(/C=C\c2ccccc2)N3)C1 (stereo not given)
43	CSc1ccccc1C(=O)Nc1cc(C)ccc1C
44	COc1ccc(N2CCN(C(=O)CN3c4cccc5cccc(c45)S3(=O)=O)CC2)cc1
45	CCN(C[C@H]1[C@H](c2ccccc2)[C@@H](CO)N1CC1CC1)C(=O)c1cccc(F)c1

Assay by compound,37,38,39,40,41,42,43,44,45
RAD52 inh,-8,.,-9,-2,-11,-144,-22,-19,-4
esBAF inh,-52,2,3,4,5,.,.,-1,-3
ARNT TACC3 PPI,-3,2,-2,-16,-7,.,.,-2,-1
RAD54 inh,4,-7,-2,0,5,-9,.,5,-9
PglD inh,0,-4,-5,-1,-1,-5,.,-2,0
ERp5 inh,-1,.,0,-5,11,6,-3,7,-2
Casp6 inh,4,.,0,0,0,-4,4,-2,1
E-sel inducer,2.3,.,.,0.7,.,0.3,0.3,.,0.0

Compound activity from PubChem BioAssay.
